# MT1-MMP act inh: inhibitors of human MT1-MMP activation; P50281; HT1080 RFP-PRO-GFP cells, GFP/RFP ratio fluorescence, overnight; percent of plate control window, DMSO zero; GFP/RFP ratio change, % at 20 µM; hit rate 0.061% among 360,000; AID 651647;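 active = GFP/RFP ratio change of at least 30% with cell ATP level not reduced by more than half and red fluorescence within 50% of control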; note: strong numbers were not always called active
#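 Assay system: RFP-PRO-GFP reporter HT1080 cells; read-out basis: GFP/RFP fluorescence ratio; benchmarks: DMSO wells and RFP-L50D-GFP cells; doses: 20 µM single dose, 1% DMSO; schedule: overnight cell settling, then overnight compound exposure, 37 °C, 5% CO2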
# Rpn11 inh: Rpn11 (human) deubiquitinase inhibition; human 26S proteasome, Ub4-pepOG fluorescence polarization; 20S core pre-blocked with epoxomicin; O00487; hit rate 0.59% among 360,000; calls only at 20 µM;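 active = inhibition at 20 µM, scaled to each plate's controls, above about 33%, limit read from the data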
# FAS-TE inh: blocks the thioesterase domain of human fatty acid synthase; P49327; recombinant FAS-TE, OMFH fluorogenic substrate, fluorescence endpoint; inhibition, % at 15 µM; hit rate 0.67% among 360,000;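 active = compounds whose normalised, plate-corrected inhibition of enzyme fluorescence in the single-dose primary screen is 50% or more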;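 note: 0% = DMSO with enzyme and 100% = substrate without enzyme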
# Target sequence (P49327 whole entry, looked up, the tested form may be a part): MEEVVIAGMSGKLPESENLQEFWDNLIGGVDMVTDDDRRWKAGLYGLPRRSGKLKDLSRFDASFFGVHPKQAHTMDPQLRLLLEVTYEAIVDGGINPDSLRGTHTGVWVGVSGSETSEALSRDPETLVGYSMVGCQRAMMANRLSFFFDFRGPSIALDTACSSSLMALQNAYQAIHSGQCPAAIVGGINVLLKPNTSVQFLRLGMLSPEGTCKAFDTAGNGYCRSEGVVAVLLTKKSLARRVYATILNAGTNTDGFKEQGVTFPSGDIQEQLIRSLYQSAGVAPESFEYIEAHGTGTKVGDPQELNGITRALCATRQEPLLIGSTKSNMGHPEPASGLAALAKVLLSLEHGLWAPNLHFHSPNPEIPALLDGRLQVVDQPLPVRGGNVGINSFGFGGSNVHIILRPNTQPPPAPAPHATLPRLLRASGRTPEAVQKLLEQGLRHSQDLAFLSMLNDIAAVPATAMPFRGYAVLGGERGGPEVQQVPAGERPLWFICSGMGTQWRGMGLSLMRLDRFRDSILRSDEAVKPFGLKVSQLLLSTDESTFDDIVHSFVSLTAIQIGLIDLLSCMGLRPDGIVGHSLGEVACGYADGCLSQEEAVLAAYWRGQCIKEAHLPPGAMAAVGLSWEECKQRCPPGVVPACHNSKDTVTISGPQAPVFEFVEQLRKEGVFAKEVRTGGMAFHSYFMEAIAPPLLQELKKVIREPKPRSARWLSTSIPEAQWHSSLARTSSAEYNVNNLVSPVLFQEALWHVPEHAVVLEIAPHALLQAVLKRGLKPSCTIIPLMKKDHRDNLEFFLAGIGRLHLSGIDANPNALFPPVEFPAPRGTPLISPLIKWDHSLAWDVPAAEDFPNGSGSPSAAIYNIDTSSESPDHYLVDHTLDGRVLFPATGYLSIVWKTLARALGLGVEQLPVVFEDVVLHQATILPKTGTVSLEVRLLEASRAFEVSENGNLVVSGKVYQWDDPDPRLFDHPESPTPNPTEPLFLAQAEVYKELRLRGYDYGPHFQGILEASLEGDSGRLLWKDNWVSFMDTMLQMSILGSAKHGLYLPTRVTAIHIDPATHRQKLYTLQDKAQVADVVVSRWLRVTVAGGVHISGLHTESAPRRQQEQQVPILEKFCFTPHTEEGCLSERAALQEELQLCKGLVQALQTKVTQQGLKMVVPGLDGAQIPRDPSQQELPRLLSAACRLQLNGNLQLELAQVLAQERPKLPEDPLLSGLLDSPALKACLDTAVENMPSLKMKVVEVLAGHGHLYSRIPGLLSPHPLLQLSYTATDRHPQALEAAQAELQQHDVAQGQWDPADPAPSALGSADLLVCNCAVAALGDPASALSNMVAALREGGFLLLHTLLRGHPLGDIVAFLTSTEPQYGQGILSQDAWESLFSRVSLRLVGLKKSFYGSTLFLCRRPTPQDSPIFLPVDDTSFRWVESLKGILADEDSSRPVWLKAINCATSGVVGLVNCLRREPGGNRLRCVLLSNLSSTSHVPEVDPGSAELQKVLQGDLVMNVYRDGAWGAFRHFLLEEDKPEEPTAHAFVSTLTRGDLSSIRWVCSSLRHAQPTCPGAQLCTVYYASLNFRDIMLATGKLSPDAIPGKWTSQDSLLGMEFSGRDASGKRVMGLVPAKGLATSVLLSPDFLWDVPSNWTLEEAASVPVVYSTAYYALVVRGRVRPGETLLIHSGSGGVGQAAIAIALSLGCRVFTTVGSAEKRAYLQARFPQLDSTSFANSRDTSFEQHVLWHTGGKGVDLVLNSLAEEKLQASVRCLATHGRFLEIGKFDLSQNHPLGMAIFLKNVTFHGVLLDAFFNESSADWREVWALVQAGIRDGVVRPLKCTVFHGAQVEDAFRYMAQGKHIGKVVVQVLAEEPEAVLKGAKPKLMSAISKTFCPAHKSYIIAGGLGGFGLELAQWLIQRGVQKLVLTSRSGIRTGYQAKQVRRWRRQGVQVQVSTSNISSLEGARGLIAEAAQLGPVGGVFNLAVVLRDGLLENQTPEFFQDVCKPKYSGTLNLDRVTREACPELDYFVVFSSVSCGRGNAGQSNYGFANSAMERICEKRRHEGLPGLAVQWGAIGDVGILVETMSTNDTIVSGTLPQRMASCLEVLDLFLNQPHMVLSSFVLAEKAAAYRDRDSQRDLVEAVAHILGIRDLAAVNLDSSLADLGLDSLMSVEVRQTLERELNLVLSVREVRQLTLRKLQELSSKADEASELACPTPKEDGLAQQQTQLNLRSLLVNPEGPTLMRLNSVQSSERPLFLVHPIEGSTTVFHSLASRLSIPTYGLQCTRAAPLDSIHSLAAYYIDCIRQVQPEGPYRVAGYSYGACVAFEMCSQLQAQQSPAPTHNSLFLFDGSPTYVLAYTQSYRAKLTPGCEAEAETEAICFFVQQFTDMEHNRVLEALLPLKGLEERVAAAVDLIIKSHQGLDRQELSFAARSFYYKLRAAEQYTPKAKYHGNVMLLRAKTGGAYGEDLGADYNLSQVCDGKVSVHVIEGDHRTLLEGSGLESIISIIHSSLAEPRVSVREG
# CSN inh: inhibitors of human CSN-mediated cullin deneddylation; AID 651999; Purified CSN, SCF-Nedd8-OG deneddylation, fluorescence polarization; Q92905; inhibition, % at 12.5 µM; hit rate 0.38% among 360,000;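 active = pattern-corrected inhibition above about 35%, with an unprinted fluorescence ratio check between 0.5 and 1.5, limit read from the data, passing the limit was not always enough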;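 note: 0% = enzyme with substrate and 100% = substrate without enzyme; some results filed as inactive read as strong as hits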
#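 test system = HEK293T-derived human Csn5 enzyme | amount = 0.24 nM Csn5 enzyme, final concentration | medium = Tris/NaCl/DTT buffer, pH 7.5 | schedule = 90 min reaction at room temperature | signal = FP | evaluation = inhibition of Csn5 cleavage, % | compound dosing = single dose of 12.5 µM compound with 0.25% DMSO | probe or stimulus = 10 nM SCFSkp2-Nedd8OG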
# PABP1 MLLE inh: inhibitors of microRNA-mediated deadenylation, human PABP1 MLLE binding | hit rate 0.36% among 360,000 | AID 588489 | inhibition, % at 20 µM | GST-MLLE / FITC-PAM2 fluorescence polarization; in the data active = inhibition above about 35%, passing the limit was not always enough;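 note: plate controls were DMSO wells with GST-MLLE for no effect and wells lacking GST-MLLE protein for full effect; some results filed as inactive read as strong as hits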
# Rin1-Abl PPI inh: blocks binding of human Rin1 to Abl | TR-FRET Rin1/Abl binding, biochemical | P00519+Q13671 | hit rate 0.4% among 360,000 | inhibition, % at 7.35 µM; in the data active = inhibition above about 5%, passing the limit was not always enough
# NadD block: blocks S. aureus nicotinate mononucleotide adenylyltransferase; purified NadD enzyme, colorimetric absorbance read-out; inhibition, % at 20 µM; hit rate 0.78% among 360,000; AID 602399; in the data active = inhibition above about 26%; note: some compounds past the cut are filed as inactive
# SKN-1 inh: inhibitors of C. elegans SKN-1; inhibition, % at 21.8 µM; AID 624304; hit rate 0.49% among 360,000; C. elegans VP596 Pgst-4::GFP/RFP ratio, acrylamide-induced, 24 h;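 active = interference check ratio from 0.5 to 1.5 plus GFP to RFP signal ratio inhibition reaching or exceeding a fixed threshold, cut at about 30% in these data, passing the limit was not always enough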; note: some compounds called inactive have numbers as strong as hits
# Neddyl block: inhibitors of human cullin neddylation; calls only at 25 µM; AID 651699; TR-FRET cullin neddylation, biochemical; P61081+Q13564; hit rate 0.58% among 360,000; in the data active = inhibition above about 36%
# Active calls of the source: *; i = inactive; . = not tested or not shown. Compounds were not picked by outcome; overall some 3.9% were active at least once.
SMILES,MT1-MMP act inh,Rpn11 inh,FAS-TE inh,CSN inh,PABP1 MLLE inh,Rin1-Abl PPI inh,NadD block,SKN-1 inh,Neddyl block
O=C(CCc1ccccc1)NNC(=O)COc1ccc(Br)cc1,3,i,-1,4,-1,0,-10,-8,i
CCOC(=O)C(NC(=O)c1ccc(OC)cc1)(OCC1(CC)COC1)C(F)(F)F (configuration not stated),1,i,-4,10,4,1,1,-7,i
CC(O)(P(=O)(O)O)P(=O)(O)O,4,i,0,-1,3,0,-5,-7,i
CCOC(=O)c1ccc(CNCc2ccccc2)cc1,6,i,-8,-3,15,-2,-2,1,i
Cc1ccc(C(c2c(O)nc3n(c2=O)CCS3)c2c(O)nc3n(c2=O)CCS3)cc1,0,i,-14,1,13,1,-1,5,i
CC(=O)c1cccc(NC(=S)Nc2cccc3ccccc23)c1,2,i,3,17,21,-4,-3,-7,i
CCOc1nc(NCCO)nc(Nc2ccccc2F)n1,2,i,-5,1,2,0,-2,-13,i
C=CCn1c(SCC(O)Cn2c3ccccc3c3ccccc32)nnc1-c1ccco1 (configuration not stated),-4,i,13,0,0,2,-2,14,i
C/C(=C\C(=O)OCCCCCCCCC(=O)O)C[C@@H]1OC[C@H](C[C@@H]2O[C@H]2[C@@H](C)[C@H](C)O)[C@@H](O)[C@H]1O,0,i,-4,-5,16,0,1,-1,i
CN(c1ccc(C(=O)NCCSC(C)(C)C)cc1)S(=O)(=O)c1ccccc1,-3,i,6,0,4,3,-3,4,i
O=C(Nc1ccccc1-c1ccccc1)c1ccccc1[N+](=O)[O-],-3,i,0,3,-13,1,-1,15,i
O=C(NCCCC(=O)N1CCCCC1)c1ccc(Cl)cc1,1,i,-3,0,5,-5,4,1,i
COc1ccc(S(=O)(=O)N/N=C(/C)c2ccc(C)o2)cc1,-4,i,-4,1,6,-1,12,12,i
COCCN(CCOC)C(=O)CSc1ccc(S(=O)(=O)N2CCN(C)CC2)cn1,0,i,-3,-1,10,12*,-3,-2,i
COc1ccc(/C=N/NC(=O)Cn2c(Cc3ccc(OC)c(OC)c3)nc3ccccc32)cc1OC,2,i,6,3,12,-1,7,0,i
CC(C)(C)C(=O)CNS(=O)(=O)c1ccc(S(=O)(=O)NC2CCCC2)cc1,-1,i,-5,-2,1,-2,1,9,i
O=C(CN1CCN(Cc2ccccc2)CC1)NCc1ccccc1Cl,1,i,-3,-8,0,3,-4,10,i
O=C1Cc2cc(NS(=O)(=O)c3ccc([N+](=O)[O-])cc3)cc3c2N1CCC3,4,i,-7,-1,4,-3,-3,3,i
CCCN1C(=O)c2ccccc2NC1c1ccc(Cl)c(Cl)c1 (configuration not stated),-2,i,15,-3,-4,3,-9,-5,.
O=C(Cn1nc(C(F)(F)F)c2c1CCCCC2)N1CCOCC1,-3,i,-4,4,-10,2,-2,18,i
O=C(/C=C/c1ccccc1)c1ccc(NC2=NCCCS2)cc1,-4,i,-9,3,-4,3,3,12,i
O=[N+]([O-])c1cccc(S(=O)(=O)/N=C(/Nc2ccccc2)c2ccccc2)c1,0,i,13,-2,4,5,-6,8,i
COC(=O)c1ccc(COc2ccccc2/C=C(\C#N)C(=O)Nc2ccc(C)cc2C)cc1,1,i,7,0,-1,-1,-4,8,i
O=C(c1ccco1)N1CCN(c2c([N+](=O)[O-])nn(-c3ccc(Cl)cc3)[n+]2[O-])CC1,2,i,0,-1,0,-3,-2,-6,i
COc1ccccc1NS(=O)(=O)c1cccc(C(=O)N/N=C/c2ccc3c(c2)OCCO3)c1,3,i,10,0,-6,-4,8,31,i
CCN(CC)S(=O)(=O)c1ccc(=O)n(CC(=O)N2CCCc3cc(C)ccc32)c1,1,i,-5,0,3,1,2,-2,i
CC1CN(C(=O)Nc2cccc(C(F)(F)F)c2)CC(C)O1 (configuration not stated),0,i,-3,-4,8,5,-7,-1,i
CCOC(=O)N1CCN=C1SCc1ccc(C(F)(F)F)cc1,2,i,11,1,9,0,-2,8,i
O=C1c2ccccc2C(=O)N1Nc1ccccc1,-1,i,-9,2,8,-2,-5,-3,i
COCCNC(=O)C(C)OC(=O)c1cc2sccc2n1C (configuration not stated),-2,i,-9,-4,3,1,-1,28,i

# 2 compounds picked at random from those above, as already listed:
SMILES,MT1-MMP act inh,Rpn11 inh,FAS-TE inh,CSN inh,PABP1 MLLE inh,Rin1-Abl PPI inh,NadD block,SKN-1 inh,Neddyl block
O=C1c2ccccc2C(=O)N1Nc1ccccc1,-1,i,-9,2,8,-2,-5,-3,i
O=C(Cn1nc(C(F)(F)F)c2c1CCCCC2)N1CCOCC1,-3,i,-4,4,-10,2,-2,18,i

# (cont.)
SMILES,MT1-MMP act inh,Rpn11 inh,FAS-TE inh,CSN inh,PABP1 MLLE inh,Rin1-Abl PPI inh,NadD block,SKN-1 inh,Neddyl block
O=C(COC(=O)CCCOc1ccccc1)NNC(=O)c1ccc([N+](=O)[O-])cc1,1,i,7,6,3,4,0,2,i
S=C1NCN(Cc2ccccc2)CN1C1CCCCC1,-1,i,-2,-1,-86,2,0,-4,i
CC1(C)Cc2nc3oc4c(NCc5ccccc5)ncnc4c3cc2CO1,1,i,-3,1,8,1,-1,-3,.
O=C(c1cc2ccccc2oc1=O)N1CCN(Cc2ccc3c(c2)OCO3)CC1,4,i,-4,2,10,2,-1,16,i
CCn1c(=S)[nH]c2sc3c(c2c1=O)CCCC3,2,i,-5,-4,24,0,0,3,i
CNC(=O)c1cn2c3c(ccc(Cl)c3c1=O)OC(C)C2 (configuration not stated),5,i,-5,2,-5,3,-4,8,i
Cc1ccc(S(=O)(=O)N2CCN(C(=O)COC(=O)CCOc3cc(C)ccc3C)CC2)cc1,2,i,19,-3,13,4,-7,-4,i
Cc1cc(C)n(CC(=O)N2CCCC(N3CCN(c4ccc(F)cc4)CC3)C2)n1 (configuration not stated),-2,i,-6,4,-17,1,-4,6,i
CCN(CC)CCOc1nnc(-c2ccc(C)cc2)c2ccccc12,1,i,-10,-6,2,-2,1,-9,i
O=C1CN(c2nc3ccccc3n3cnnc23)CC(=O)N1CCc1ccccc1,2,i,5,-2,1,-3,0,2,i
Cc1ccc(OCC(=O)N2CCC(C)CC2)c([N+](=O)[O-])n1,-1,i,-2,0,-19,2,2,7,i
CS(=O)(=O)N1CCC(C(=O)NCc2ccc(F)cc2Cl)CC1,-5,i,-3,7,-5,4,0,4,i
O=C(Nc1nnc(C2=COCCO2)o1)c1cccc(F)c1,0,i,0,1,12,0,2,2,i
CCC(C(=O)Nc1nc(C)c(C)s1)c1ccccc1 (configuration not stated),-9,i,2,1,1,2,-3,17,i
O=C(Nc1cc(S(=O)(=O)Nc2ccc(Cl)cc2)ccc1N1CCCCC1)c1ccc(F)cc1,-24,i,33,-5,20,-1,15,5,i

# Some values from the list:
# FAS-TE inh, O=C(Nc1nnc(C2=COCCO2)o1)c1cccc(F)c1 stands at 0
# NadD block, Cc1cc(C)n(CC(=O)N2CCCC(N3CCN(c4ccc(F)cc4)CC3)C2)n1 (configuration not stated) stands at -4

# The listing continues.
SMILES,MT1-MMP act inh,Rpn11 inh,FAS-TE inh,CSN inh,PABP1 MLLE inh,Rin1-Abl PPI inh,NadD block,SKN-1 inh,Neddyl block
COc1ccccc1N1CCN(C(CNS(=O)(=O)c2ccccc2)c2cccnc2)CC1 (configuration not stated),-4,i,-2,-1,-3,-3,14,3,i
CC(C)CCn1c(SCC(=O)NC2CCS(=O)(=O)C2)nc2cc(Cl)ccc2c1=O (configuration not stated),-1,i,5,1,-10,6,-9,-5,i
Cc1cccc(C)c1NC(=O)COC(=O)CN1C(=O)C2CCCCC2C1=O (configuration not stated),1,i,-3,2,0,5,-5,4,i
Cc1ccc(-n2c(-c3ccccc3)c[nH]c2=S)cc1,6,i,-4,2,-2,-2,5,-6,i
Cc1cc([N+](=O)[O-])ccc1NC(=O)c1sc2ncn(CC(=O)N3CCOCC3)c(=O)c2c1C,2,i,0,2,7,0,0,-12,i
COc1cccc(OC)c1C(=O)Nc1ccc2nc(C)c(C)nc2c1,2,i,-2,-3,4,-1,-1,6,i
CC(=O)N/C(=C\c1ccccc1)C(=O)OCC(=O)NC(C)C12CC3CC(CC(C3)C1)C2 (configuration not stated),1,i,14,4,-12,-2,-6,8,i
O=C(c1ccccc1)N1CCN(C(=O)c2nn3c(C(F)(F)F)cc(-c4ccco4)nc3c2Br)CC1,2,i,-1,2,-9,0,16,-9,i
Cc1nc(Sc2ccccc2)c(C#N)cc1-c1ccccc1,-4,i,23,-2,-15,-3,4,11,i
COc1ccc(CC(N)c2csc(NC(=O)C(c3ccccc3)c3ccccc3)n2)cc1 (configuration not stated),-7,i,-46,5,-15,-3,16,11,i
CN(C)S(=O)(=O)c1ccc(N2CCCC2=O)c([N+](=O)[O-])c1,-1,i,-4,-4,-10,1,3,7,i
COc1ccc(CC(NC(C)=O)C(=O)N2CCN(C(=O)Nc3cccc(Cl)c3)CC2)cc1OC (configuration not stated),-3,i,-3,1,-1,-1,5,41*,i
Cc1c(Br)cnn1C(C)C(=O)N1CCN(c2ccc(F)cc2)CC1 (configuration not stated),4,i,-2,-3,-3,-3,-1,0,i
C/C=C/C(=O)N1c2ccc(C)cc2C(C)=CC1(C)C,0,i,15,4,6,-4,-7,-20,i
CCOC(=O)c1cnc(-n2nc(C)cc2C)nc1Oc1ccc(C(=O)OC)cc1,-2,i,-2,1,6,-2,10,16,i
CCn1c(CC(=O)Nc2ccc(Cl)c(Cl)c2)nnc1SCc1ccc(C)cc1,1,i,-1,6,-8,3,15,-1,i
O=C(Nc1cccc([N+](=O)[O-])c1)c1ccc2snnc2c1,2,i,-2,6,-9,-3,8,-1,i
CS(=O)(=O)Nc1ccc(-c2cn3c(n2)SCC3)cc1,-7,i,-6,1,27,0,1,6,i
O=C(O)c1ccccc1NS(=O)(=O)c1ccc(NN=Cc2ccccc2F)c([N+](=O)[O-])c1,8,i,20,0,13,1,7,7,i
O=C(CSc1nccc(-c2cccs2)n1)Nc1ccc(F)c(Cl)c1,0,i,7,1,5,2,-3,-6,i
CC(Sc1nc2ccccc2[nH]1)C(=O)O (configuration not stated),-2,i,-9,0,0,-2,1,-9,i
Nc1ccc(-c2nnnn2-c2ccc(N)cc2)cc1,1,i,-3,-5,10,1,-1,-5,i
O=C(CSc1ccc(Cl)cc1)NC(=O)NC1CCCC1,4,i,9,3,7,2,-9,26,i
C[C@@H]1CN([C@@H](C)CO)C(=O)Cc2cc(NS(=O)(=O)c3ccccc3)ccc2O[C@H]1CN(C)Cc1ccncc1,-3,i,-14,1,-12,2,-1,5,i
CCC1Oc2ccc(C)cc2N(CC(=O)NCCc2ccc(OC)c(OC)c2)C1=O (configuration not stated),2,i,-6,3,-14,0,-4,4,i
Oc1c(CN2CCCCC2)cc(Br)c2cccnc12,-21,i,4,-3,38,11*,16,5,i
CC(NC(=O)Cn1nc(C(=O)O)c2ccccc2c1=O)c1ccccc1 (configuration not stated),-4,i,-8,-1,-6,0,-1,-33,i

# High-throughput results deposited in PubChem by several laboratories.
